DT40 TDP1 CPT: DT40-hTDP1 cell growth loss with CPT; chicken DT40 Tdp1-/-;hTDP1 cells + 20 nM CPT, ATP luminescence, 48 h; Potency, µM (top dose mostly 46.2 µM), inactives show at the top dose activity change, negative = growth inhibition, most hits filed as inhibitors; AID 686979; 12% of 420,000 active; further: nearly all actives have a fitted effect of over 55% in size
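Chicken DT40 Tdp1-/- cells stably complemented with human TDP1 were seeded at 400 cells/well in medium containing 20 nM camptothecin, exposed to pin-transferred compounds, and grown at 37 °C for at least 48 hr. Viability was read as ATP luminescence.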
TDP1 inh: inhibitors of human tyrosyl-DNA phosphodiesterase TDP1 | Q9NUW8 | Potency, µM (top dose mostly 130 µM), for the others: at the highest dose activity change, negative = inhibition, hits mostly inhibitors | recombinant TDP1, AlphaScreen DNA substrate cleavage | 0.28% of 350,000 active; further: nearly all actives have a fitted effect of over 40% in size
Target sequence (Q9NUW8 whole entry, looked up): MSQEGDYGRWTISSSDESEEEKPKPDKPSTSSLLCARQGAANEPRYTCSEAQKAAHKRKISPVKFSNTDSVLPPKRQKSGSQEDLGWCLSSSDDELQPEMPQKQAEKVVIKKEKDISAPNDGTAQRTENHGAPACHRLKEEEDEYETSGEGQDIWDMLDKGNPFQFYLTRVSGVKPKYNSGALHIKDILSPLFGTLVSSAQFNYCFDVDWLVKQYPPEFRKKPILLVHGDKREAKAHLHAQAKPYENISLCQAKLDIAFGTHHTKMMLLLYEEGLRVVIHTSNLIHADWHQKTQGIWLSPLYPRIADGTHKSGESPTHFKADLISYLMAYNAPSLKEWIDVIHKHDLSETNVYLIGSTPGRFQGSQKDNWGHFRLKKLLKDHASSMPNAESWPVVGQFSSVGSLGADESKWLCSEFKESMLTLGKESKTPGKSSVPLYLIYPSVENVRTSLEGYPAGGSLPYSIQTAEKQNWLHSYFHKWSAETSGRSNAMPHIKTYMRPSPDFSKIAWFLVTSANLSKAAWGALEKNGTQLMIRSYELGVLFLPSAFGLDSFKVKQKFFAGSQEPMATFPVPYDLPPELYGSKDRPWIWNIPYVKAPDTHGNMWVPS
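Recombinant E. coli-expressed Tdp1 (1 nM) preincubated with compound 15 min at RT, then 5'-biotin/3'-phosphotyrosine-FITC DNA substrate (15 nM) added for 5 min. AlphaScreen beads (10 ug/ml) added, 10 min RT; tyrosine-FITC cleavage read as signal loss.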
TDP1 cell noCPT: qHTS for Inhibitors of human tyrosyl-DNA phosphodiesterase 1 (TDP1): qHTS in cells in absence of CPT; AID 686978, 2013; Potency, µM (highest dose often 46.2 µM), for inactives: at the highest dose activity change, negative = growth inhibition, usual class: inhibitors; 15% of 420,000 active; DT40 Tdp1-/- hTDP1 cells, no CPT, ATP luminescence, 48 h; further: nearly all actives have a fitted effect of over 55% in size
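Stably hTDP1-transfected Tdp1-null chicken DT40 cells were treated with library compounds minus camptothecin and grown for at least 48 hr at 37 °C, after which cellular ATP was quantified by luminescence.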
Active calls of the source: *; ? = inconclusive; nt = not tested or not shown; [ ] = remark or other dose. The call rests on the fitted dose curve; in most records, active means well fitted curve in the direction sought with a large enough effect; inconclusive means small, poorly fitted or top-dose-only effect, or another doubt; inactive means no such curve, though single readings can be large; an effect the other way counts as inactive or inconclusive. On the % scale 0 is the no-effect control and ±100 the full control effect; potency means the concentration at half of the fitted maximal effect.

SMILES | DT40 TDP1 CPT | TDP1 inh | TDP1 cell noCPT
Cc1ccc(CN2C(=O)N/C(=C/c3ccc(-c4ccc(C(=O)O)cc4)o3)C2=O)cc1 | -10.5% | 22.4µM* | 20.4%
Cc1cccc(Nc2nc(N)nc(N)c2N=O)c1 | 25.9µM* | nt | 20.6µM*
Cn1c(SCC(=O)NCCc2ccccc2)nnc1-c1ccco1 | 1.9% | -2.1% | -13.0%
CN1CCN(CCCn2cnc3c(=O)oc4ccccc4c32)CC1 | -23.8% | 4.5% | -24.1%
COc1ccccc1CNc1cc(-c2cccc(C#N)c2)ncn1 | -21.0% | nt | -16.6%
CCCCOc1ccc(CSC(CC(=O)O)C(=O)O)cc1 (centres undefined) | 8.1% | 0.0% | -3.2%
O=C(CSc1nnc2scc(-c3ccc(Cl)cc3)n12)NCc1ccc2c(c1)OCO2 | 6.0% | 0.0% | -11.5%
S=C(Nc1ccc(Cl)cc1)N1CCCC1 | -7.4% | 0.0% | 0.9%
NC(=S)Nc1ccc(Oc2ccc(NC(N)=S)cc2)cc1 | -23.4% | 5.4% | -15.3%
O=C(Nc1ccc(/C=C/c2nc3ccccc3o2)cc1)c1ccc(F)cc1 | 20.6µM* | 1.0% | ?
CCOC(=O)c1c(-c2ccc(OC)cc2)csc1NC(=O)CCN1CCOCC1 | ? | 2.6% | 18.4µM*
O=c1ccc(-c2ccc(S(=O)(=O)NCC3CCN(Cc4cccc(F)c4)CC3)s2)n[nH]1 | -4.7% | 4.3% | 11.2%
CC(=O)CCn1c(=O)n(CCC(C)=O)c(=O)n(CCC(C)=O)c1=O | 0.1% | -1.7% | -6.7%
COc1ccccc1-c1cnc(C(O)c2ccc(CN3CCCC3)cc2)[nH]1 (centres undefined) | -3.5% | nt | -14.8%
Cn1c(C(=O)NCc2ccccc2F)cc2cc(S(=O)(=O)N3CCCCC3)ccc21 | ? | 2.7% | ?
Cn1c(=O)[nH]c(=O)c2c1nc(NCc1ccccc1)n2CCCc1ccccc1 | ? | -1.0% | ?
Cc1ccccc1CSc1nc2cc(C(=O)NC3CCCC3)ccc2c(=O)n1Cc1ccccc1 | -1.0% | 7.7% | -12.8%
Cc1cc(C)c(-c2c(N)cc(Br)cc2Br)c(N)c1 | ? | nt | ?
CC(=O)c1ccc(S(=O)(=O)N(Cc2cc3cc4c(cc3[nH]c2=O)OCCO4)CC2CCCO2)cc1 (centres undefined) | -29.4% | 2.9% | 11.2µM*
CCc1nn(CC(=O)NCCC(C)C)c(=O)c2cc3c(OC)cccc3n12 | 13.7% | nt | -14.2%
CC[C@@]1(C(=O)OC)N[C@H](CN(C)C(C)=O)[C@@H]2C(=O)N(Cc3ccccc3)C(=O)[C@@H]21 | 8.4% | 1.4% | 2.3%
COC(=O)CSc1n[nH]c(-c2cccnc2)n1 | -1.0% | 0.0% | 3.7%
Cc1cc(NC(=O)c2nn(C)c(C)c2Br)no1 | -16.8% | 3.3% | -0.4%
O=c1[nH]cnc2sc3c(c12)CCN(Cc1ccccc1)C3 | ? | nt | ?
COC(CNC(=O)c1ccc(CS(=O)(=O)c2ccc(C)cc2)o1)OC | -3.6% | nt | 1.0%
COc1ccc2oc(N)nc2c1 | 0.7% | nt | -16.7%
Nc1ccccc1NC(=O)c1ccccc1N | 1.5% | 3.9% | -6.7%
COc1ccccc1-c1cnc(C(O)c2ccc(Cl)c(Cl)c2)[nH]1 (centres undefined) | ? | nt | 16.4µM*
C=CCSc1nc(-c2ccccc2)c(C#N)c(=O)[nH]1 | -10.4% | 2.6% | 0.8%
Nc1cc2c(cc1C(=O)c1ccc(Cl)cc1)OCCO2 | 0.5% | 14.7% | -0.3%
COCCCNc1ccn2nc(-c3cccc(OCc4ccccc4)c3)cc2n1 | ? | nt | 7.31µM*
O=C(Cc1cccc(NC(=O)C2CCCN(C(=O)c3ccccc3)C2)c1)Nc1cccc(C(=O)N2CCOCC2)c1 (centres undefined) | 6.5% | nt | -5.6%
CC(=O)c1ccc(CCCCc2ccc(C(C)=O)cc2)cc1 | ? | nt | ?
CCc1ccc(-n2c(=O)c3c(C)c(C(=O)N(C)C)sc3n(CC(=O)Nc3cc(Cl)ccc3C)c2=O)cc1 | -19.7% | 2.5% | -17.0%
C/C(CC(=O)NCc1ccc(Cl)cc1)=N\NC(=O)COc1ccc(C)cc1Br | 16.4µM* | nt | 3.26µM*
Clc1cccc(-c2nc3ccc(Br)cn3c2Cc2ccsc2)c1 | -28.0% | nt | ?

Filtered by structure: the compounds so far with bromine (4)
SMILES | DT40 TDP1 CPT | TDP1 inh | TDP1 cell noCPT
Cc1cc(C)c(-c2c(N)cc(Br)cc2Br)c(N)c1 | ? | nt | ?
Cc1cc(NC(=O)c2nn(C)c(C)c2Br)no1 | -16.8% | 3.3% | -0.4%
C/C(CC(=O)NCc1ccc(Cl)cc1)=N\NC(=O)COc1ccc(C)cc1Br | 16.4µM* | nt | 3.26µM*
Clc1cccc(-c2nc3ccc(Br)cn3c2Cc2ccsc2)c1 | -28.0% | nt | ?

(continued)
SMILES | DT40 TDP1 CPT | TDP1 inh | TDP1 cell noCPT
COc1cccc(-c2cc(C(F)(F)F)n3nc(C)c(-c4ccccc4)c3n2)c1 | -5.6% | 3.2% | -21.8%
CC(C)N(C(=O)NC(=O)NCC1CCCO1)S(C)(=O)=O (centres undefined) | ? | -3.0% | -5.5%
Cc1c(NS(=O)(=O)c2cc(C(=O)N(C)Cc3ccccc3)ccc2Cl)c(=O)n(-c2ccccc2)n1C | ? | 1.4% | ?
CN1CCc2nc3sc(C(=O)Nc4c(F)cccc4F)c(N)c3cc2C1 | ? | 5.8% | ?
CN(C)C1C(=O)c2ccccc2C1=O | 10.7% | -4.7% | -3.6%
COc1ccc(OC)c(Nc2ncc3c(n2)CCN(Cc2cc(OC)c(OC)c(OC)c2)C3)c1 | 5.8µM* | 6.2% | 7.31µM*
COC(=O)CCCCCNc1ccc(C(=O)OC)cc1N | -2.1% | 10.3% | 3.5%
Cc1cc(C)c2c(=O)[nH]c(SCC(=O)Nc3cccc(S(=O)(=O)N(C)C)c3)nc2n1 | -1.7% | 0.3%[56.1 µM] | 5.7%
C=CCn1c(SCc2csc(C)n2)nc2sc3c(c2c1=O)CCCCC3 | ? | 2.2% | ?
CCS(=O)(=O)Nc1cc(C(=O)OC)ccc1C(=O)OC | -16.4% | 5.6% | -15.2%
CCCCCN(C(=O)CCC(=O)OCCOc1cccc(Cl)c1)c1c(N)n(CCCC)c(=O)[nH]c1=O | ? | 5.9% | 13µM*
CCS(=O)(=O)N1CCC(C(=O)NCc2ccccn2)CC1 | 3.3% | 5.6% | -14.3%
COc1ccc(CCNC(=O)COC(=O)c2ccc(C)s2)cc1OC | -27.2% | 1.4% | 1.2%
COC(=O)N1CCC[C@@]2(CCN(Cc3cc(C(F)(F)F)cc(C(F)(F)F)c3)C2)C1 | 10.0% | nt | 0.7%
O=C1CCCN1CCC12CC3CC(CC(C3)C1)C2 | ? | nt | 20.6µM*
COc1ccc(C(=O)NCC(c2ccco2)N2CCc3ccccc32)c(OC)c1 (centres undefined) | ? | nt | 7.31µM*
COc1ccc(S(=O)(=O)Nc2cc(C)c(O)c(S(=O)(=O)c3ccccc3)c2)cc1 | -20.1% | 8.7% | -8.4%
CC(=O)Nc1ccc(C(=O)Nc2cccc(-c3cnc4ccccc4n3)c2)cc1 | -15.0% | nt | ?
CS(=O)(=O)Nc1nnc(Cc2ccccc2)s1 | -4.4% | 2.4% | -0.2%
CCCOc1ccc(CC(=O)NCc2ccco2)cc1OC | 19.7% | 7.0% | -9.7%
CCCCc1cc(C)c(S(=O)(=O)c2ccccc2C)c(=O)[nH]1 | -7.3% | nt | 3.8%
O=C(CN1CCN(c2cccc(Cl)c2)CC1)N1CCCC1 | 4.1% | 6.8% | -26.0%
CC1CN(C(=O)CSc2nnc(C3CCCCC3)n2N)CC(C)O1 (centres undefined) | 0.7% | -0.4% | -6.5%
Cc1ccc(S(=O)(=O)N(C(=O)c2ccncc2)c2ccc3oc4c(c3c2)CCCC4)cc1[N+](=O)[O-] | -2.4% | 8.2% | -8.0%
COc1ccc(Br)cc1CNC(=O)c1cnc2sc(N3CCC(C)CC3)nn2c1=O | ? | 2.6% | ?
O=c1cc(-c2ccccc2)nc(/C=C/c2ccccc2)[nH]1 | -28.7% | -6.2% | -13.2%
CCCN1CCN(CCCNC(=S)Nc2ccc(OC)cc2)CC1 | -8.6% | -2.7% | 4.6%
COc1cc(C2NC(=O)NC(C)=C2C(=O)OCC2CCCCC2)cc(Cl)c1O (centres undefined) | -18.2% | nt | -7.0%
CC12CCC(=O)N1C(C(=O)Nc1ccc(SC(F)F)cc1)CS2 (centres undefined) | ? | nt | -19.6%
Cc1ccc(N(CCC#N)C(=O)COC(=O)c2cc(C)oc2C)cc1 | ? | -1.8%[56.1 µM] | -23.8%
CCCc1[nH]nc2c1C(CCC)C(C#N)=C(N)O2 (centres undefined) | -2.0% | -2.1% | -21.8%
CN(CCCS(=O)(=O)[O-])c1ccc(/C=C/c2ccc3ccccc3[n+]2C)cc1 | -14.8% | nt | ?
CC1(C)CC(=O)c2cnc(NC(=O)c3ccco3)nc2C1 | -4.5% | 1.0% | 2.7%
COc1ccccc1N1C(=O)CCC1(C#N)c1ccc(Br)cc1 (centres undefined) | -0.3% | 3.5% | -0.8%
CCc1ccc(NC(=O)COc2cccc(-n3cnnn3)c2)cc1 | 1.1% | nt | -19.7%
CCC(=O)N1CCN(c2ccc(NC(=O)COc3ccccc3[N+](=O)[O-])cc2)CC1 | 14.6µM* | -2.5% | 10.3µM*
COc1ccc(/C=C(\C#N)C(=O)OCC(=O)N2CC(C)OC(C)C2)cc1 (centres undefined) | 6.1% | 6.9% | -1.1%
CCCC(=O)Nc1ccc(C(=O)COC(=O)C2CC2)cc1 | 0.0% | -1.1% | -18.7%
CCN1CCN(S(=O)(=O)c2ccc(Cl)c(C(=O)N(C)Cc3ccc(C(C)(C)C)cc3)c2)CC1 | ? | nt | 11.6µM*
CCCCn1c(N)c(N(CC(C)C)C(=O)C2CCN(C(=O)c3ccc(Cl)cc3)CC2)c(=O)[nH]c1=O | 1.2% | -0.5% | -0.7%
Cc1nc(=O)c(-c2ccccc2)c(C)n1-c1ccccc1C(=O)O | 5.1% | 0.0% | -1.3%
O=C(CSc1nc2[nH]c(=O)[nH]c(=O)c2s1)Nc1cccc(F)c1 | 0.7% | -8.1% | -21.4%
CC(C)c1ccc2c(c1)C1(NN=C(c3ccccc3)S1)C(=O)N2 (centres undefined) | 3.66µM* | 20.4%[56.1 µM] | 6.51µM*
COc1cc(C(=O)NC(=S)N(CCC#N)Cc2cccnc2)cc(OC)c1OC | -10.6% | 0.1% | ?
CCOc1ccc(C(=O)NCCS(=O)(=O)N2CCN(c3cccc(Cl)c3)CC2)cc1 | ? | 3.8% | -12.5%
CCN(CC(=O)NCCc1ccccc1)S(=O)(=O)c1ccccc1 | 5.0% | nt | -17.2%
Cc1[nH]c(-c2ccc(F)cc2)cc1C(=O)N1CCN(c2ccccc2)CC1 | ? | nt | ?
COCC(C)n1c(C)cc(C(=O)COC(=O)CCc2nc3ccccc3c(=O)[nH]2)c1C (centres undefined) | 5.5% | 6.5% | -21.7%
Cc1cccn2c(=O)c(C(=O)NC3CCCCC3)c(O)nc12 | 18.4µM* | 0.4% | 18.4µM*
O=C(NCC(c1ccco1)N1CCN(c2ccccc2F)CC1)OCc1ccccc1 (centres undefined) | -22.2% | 7.9% | -19.2%
O=C(COC(=O)CCc1ccccc1)NC1CCS(=O)(=O)C1 (centres undefined) | 3.9% | -0.1% | -2.2%
COc1cc2nnn(-c3ccncc3)c2cc1OC | 1.2% | nt | -4.0%
O=C(COC(=O)c1ccc(OC(F)F)cc1)NCCC1=CCCCC1 | -0.6% | -0.7% | -0.2%
c1ccc(Cc2c(-c3ccco3)nc3c4ccccc4ccn23)cc1 | ? | nt | 20.6µM*
CC(C)Oc1ccc(C(=O)Nc2ccccc2N2CCOCC2)cc1 | 3.6% | 2.6% | -14.8%

Looked up by compound from above (4):
SMILES | DT40 TDP1 CPT | TDP1 inh | TDP1 cell noCPT
COc1cc2nnn(-c3ccncc3)c2cc1OC | 1.2% | nt | -4.0%
CC(C)Oc1ccc(C(=O)Nc2ccccc2N2CCOCC2)cc1 | 3.6% | 2.6% | -14.8%
O=C(NCC(c1ccco1)N1CCN(c2ccccc2F)CC1)OCc1ccccc1 (centres undefined) | -22.2% | 7.9% | -19.2%
O=C(COC(=O)c1ccc(OC(F)F)cc1)NCCC1=CCCCC1 | -0.6% | -0.7% | -0.2%

Source: PubChem
